# AddAB inh: growth inhibition of E. coli expressing H. pylori AddAB, primary screen, AddAB inhibitor project, absorbance; inhibition, % at 11.9 µM; 330,000 compounds, 0.29% hits; AID 435030, 2010; in the data active = inhibition above about 12%;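 also: 0% = vehicle wells of infected cells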
# Mot1-301 SUMO: yeast Mot1-301 growth rescue at high temperature, primary screen, SUMOylation pathway inhibitor project, S. cerevisiae, ATP luminescence, 38.5C; 320,000 compounds, 1% hits; growth rescue, % at 18.8 µM; S. cerevisiae Mot1-301 growth rescue; percent above DMSO median, 100 means doubled; AID 2716, 2010;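 active = every valid replicate shows activation above 250% relative to neutral control wells; inactive = the rest, any valid replicate at or below 250%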;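 also: OY570 slx delta 5 strain wells were the positive control but not used for scaling; some compounds called inactive have numbers as strong as hits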
# phage Ecoli inh: growth loss of phage-infected E. coli, primary screen, RecBCD inhibitor project, absorbance, with phage, HTS | inhibition, % at 11.9 µM | 360,000 compounds, 0.26% hits | AID 651602, 2012; in the data active = inhibition above about 11%
# PKA-R1A activ: activators of PKA-R1A holoenzyme, primary screen, biochemical, fluorescence polarization, Cy5-IP20, bovine R1A, mouse PKAc. PKA-R1A dissociation; scaled: DMSO 0%, 113 µM cGMP 100%. activation, % at 11.4 µM. 340,000 compounds, 0.083% hits. AID 504707, 2011;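 active = percent activation above the mean of all tested compounds plus 3 SD, cut at about 19% in these data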;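 also: higher means more PKAc released from R1A so a rise in polarization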
# DSG3 Ab inh: inhibitors of pemphigus antibody binding to DSG3, primary screen, biochemical, bead-based, flow cytometry, scFv-GFP; Desmoglein-3 (Homo sapiens), P32926; DSG3-coupled beads, scFv-anti-DSG3-GFP binding; hits give low values; binding (percent of control), % at 10 µM; 310,000 compounds, 0.48% hits; AID 588358, 2011;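 active = binding more than 3 SD below its plate's average and above zero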;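 also: hits lower antibody fragment binding to DSG3; some compounds called inactive have numbers as strong as hits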
# Target sequence (P32926 whole entry, looked up, the tested form may be a part): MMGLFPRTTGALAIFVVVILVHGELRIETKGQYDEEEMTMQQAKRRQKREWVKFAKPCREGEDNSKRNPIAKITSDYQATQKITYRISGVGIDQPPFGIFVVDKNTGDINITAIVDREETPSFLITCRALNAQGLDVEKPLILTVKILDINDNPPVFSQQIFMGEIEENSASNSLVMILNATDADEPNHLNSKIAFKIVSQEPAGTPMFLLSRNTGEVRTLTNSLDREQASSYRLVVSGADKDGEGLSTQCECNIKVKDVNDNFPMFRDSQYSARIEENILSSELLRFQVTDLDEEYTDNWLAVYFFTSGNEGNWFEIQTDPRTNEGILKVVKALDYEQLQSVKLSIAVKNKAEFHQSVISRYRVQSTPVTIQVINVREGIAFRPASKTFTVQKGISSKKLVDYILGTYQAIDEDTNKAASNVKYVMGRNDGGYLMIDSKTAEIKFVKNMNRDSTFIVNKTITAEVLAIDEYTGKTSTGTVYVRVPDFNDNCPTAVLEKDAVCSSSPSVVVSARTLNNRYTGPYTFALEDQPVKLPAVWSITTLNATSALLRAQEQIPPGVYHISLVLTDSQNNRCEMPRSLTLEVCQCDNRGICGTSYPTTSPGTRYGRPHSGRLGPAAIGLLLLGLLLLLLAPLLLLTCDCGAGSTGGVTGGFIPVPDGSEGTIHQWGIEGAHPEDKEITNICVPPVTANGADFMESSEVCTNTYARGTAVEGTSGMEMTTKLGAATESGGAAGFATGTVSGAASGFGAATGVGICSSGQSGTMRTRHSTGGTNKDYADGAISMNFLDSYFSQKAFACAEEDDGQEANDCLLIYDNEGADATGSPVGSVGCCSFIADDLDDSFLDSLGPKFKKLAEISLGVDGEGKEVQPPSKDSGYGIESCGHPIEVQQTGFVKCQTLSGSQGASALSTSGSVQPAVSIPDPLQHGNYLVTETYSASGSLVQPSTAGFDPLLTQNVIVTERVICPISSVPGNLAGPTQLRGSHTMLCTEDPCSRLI
# OPRM1-OPRD1 inv: inverse agonists of MOR-DOR heterodimerization, primary screen, cell-based, luminescence; Mu-type opioid receptor (Homo sapiens) + Delta-type opioid receptor (Homo sapiens), …; cell-based MOR-DOR heterodimer luminescence, inverse agonism; inhibition, % at 9.3 µM; 340,000 compounds, 0.21% hits; AID 504357, 2011; in the data active = inhibition above about 22%, passing the limit was not always enough;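 also: 0% = cells with DMSO and 100% = wells without cells with DMSO; values of inactives mirror those of a sister screen read the other way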
# HTR5A inv ctr: HTR5A inverse agonists in luminescence cell assay, primary screen, counter-screen for OPRM1-OPRD1 heterodimer inverse agonist project, full-deck HTS. inhibition, % at 9.3 µM. 5-hydroxytryptamine receptor 5A (Homo sapiens), P47898. 340,000 compounds, 0.083% hits. HTR5A cell line, inverse agonism. AID 504634, 2011; in the data active = inhibition mostly above about 23%, no sharp cut-off; inactive = mostly below about 18%;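 also: 0% = cells with DMSO and 100% = no-cell wells with DMSO; some compounds called inactive have numbers as strong as hits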
# MOR-DOR ag: agonists of OPRM1-OPRD1 heterodimerization, primary screen, cell-based, luminescence. Mu-type opioid receptor (Homo sapiens) + Delta-type opioid receptor (Homo sapiens), …. cells. activation, % at 9.3 µM. 340,000 compounds, 0.3% hits. AID 504326, 2011; in the data active = activation above about 18%;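 also: 0% = vehicle-treated cells and 100% = reference agonist; values of inactives mirror those of a sister screen read the other way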
# HTR5A ag: HTR5A agonists in luminescence cell assay, primary screen, counter-screen for OPRM1-OPRD1 heterodimer agonist project, full-deck HTS | 5-hydroxytryptamine receptor 5A (Homo sapiens), P47898 | cell-based | activation, % at 9.3 µM | 340,000 compounds, 0.61% hits | AID 504692, 2011; in the data active = activation mostly above about 9.5%, no sharp cut-off; inactive = mostly below about 7.6%;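 also: 0% = cells with vehicle only and 100% = reference agonist; strong numbers were not always called active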
# PfHsp90 set2: growth inhibition of PfHsp90-expressing yeast, primary screen, antimalarial PfHsp90 inhibitor project, S. cerevisiae, BacTiter-Glo luminescence, single point, set 2 | 310,000 compounds, 0.32% hits | inhibition, % at 9.4 µM | BacTiter-Glo ATP, 48 h; yeast lacking PDR1 and PDR3 efflux regulators;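 active = every replicate shows inhibition above about 80%, whatever the replicate mean, limit read from the data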;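 also: 0% = DMSO neutral controls and 100% = 20 µM radicicol positive controls; yeast relying on Plasmodium falciparum Hsp90 in place of its own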
# Ecoli viability: E. coli V3065 growth inhibition, primary screen, counter-screen for AddAB inhibitor project, absorbance, OD600; 18 h; inhibition, % at 11.9 µM; 330,000 compounds, 0.27% hits;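 active = inhibition above the campaign's mean inhibition across all tested compounds plus 3 SD, cut at about 9.9% in these data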;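 also: uninfected addAB+ strain grown without phage in ampicillin broth; 0% = DMSO wells and 100% = ciprofloxacin 0.95 µg/ml wells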
# * = called active by the depositor; / = no result given.
SMILES,AddAB inh,Mot1-301 SUMO,phage Ecoli inh,PKA-R1A activ,DSG3 Ab inh,OPRM1-OPRD1 inv,HTR5A inv ctr,MOR-DOR ag,HTR5A ag,PfHsp90 set2,Ecoli viability
N#Cc1cccc(NC(=O)COC(=O)c2cc(S(=O)(=O)Nc3ccccc3Cl)ccc2O)c1,0.4,0,6.0,-3,101,-8,-9,1.5,2,/,0.8
CCOC(=O)c1sc(NC(=O)c2ccncc2)nc1C,-0.7,-14,-2.1,-11,100,-15,-19,2.8,5,6,0.7
Cc1c(C(=O)NCc2n[nH]c(=S)n2-c2ccc(F)cc2)cccc1[N+](=O)[O-],1.2,0,2.7,-4,99,11,-1,-2.4,0,-53,1.2
CCCCNC(=O)/C(C#N)=c1\s/c(=C\c2ccccc2OC(F)F)c(=O)n1CCCOC,1.8,-20,0.4,4,148,4,-28,-0.7,8,-5,-0.6
CN1CCN(CC(=O)Nc2nc(-c3ccccc3)cs2)CC1,-0.7,-5,1.9,3,108,10,-10,-1.7,0,5,-0.8
CCCCNS(=O)(=O)c1ccc(OC)c2ncccc12,1.1,-9,2.1,7,88,0,-4,0.0,1,/,3.4
COc1ccccc1NC(=S)N1CCCC1,-1.6,5,3.0,-1,/,-2,15,0.4,3,-12,-2.6
Cc1nc(C)c(C(=O)O)c(-c2ccsc2)c1C(=O)O,0.9,15,2.7,/,93,/,/,/,/,/,0.5
CSC1=NC2(C)CCCCC2C12C=CC(=O)C=C2 (stereo unspecified),1.4,20,3.1,13,95,13,-32,-2.5,-5,30,2.3
COc1ccccc1CCN=C(N)NS(=O)(=O)c1ccc(C)cc1,4.0,-5,4.4,-1,101,5,2,-0.8,0,-4,0.0
N#CC1(NC(=O)CSc2nc3ncc(Cl)cc3[nH]2)CCCCC1,1.7,-11,4.8,-1,111,-10,-12,1.8,5,-10,2.7
O=C(NC1CCCCC1)C(c1ccncc1)N(Cc1ccc2c(c1)OCO2)C(=O)c1cnsn1 (stereo unspecified),4.6,1,1.4,5,110,7,13,-1.7,4,-3,0.2
C/C(=N/NC(=O)c1ccco1)c1cccc(NC(=O)c2ccc(C)o2)c1,-1.8,-7,0.5,-3,99,15,-4,-2.6,1,14,-0.1
Cc1cc(C)cc(NC(=O)CN2C(=O)NC(C)(c3ccccc3)C2=O)c1 (stereo unspecified),3.2,-12,0.6,14,105,6,12,-1.3,-5,/,0.9
Cc1cccc2sc(NC(=O)c3ccc(NS(=O)(=O)c4cccs4)cc3)nc12,0.7,27,1.2,3,106,-3,-17,0.5,2,-10,-0.7
CCC(=O)N1CCc2cc(Br)cc(S(=O)(=O)N3CCCC(C(=O)NC(C)(C)C)C3)c21 (stereo unspecified),1.9,3,2.8,9,111,5,-10,-1.0,4,16,-0.8
Cc1[nH]c2ccccc2c1/C=N/NC(=O)CNC(=O)c1ccc2c(c1)OCO2,-2.1,-6,1.9,1,87,4,-3,-0.6,1,4,-1.1
CS(=O)(=O)Nc1ccccc1C(=O)Nc1cc2c(cc1C(=O)O)OCCCO2,1.9,-4,-2.2,2,99,8,-1,-1.4,-4,14,1.6
O=[N+]([O-])c1nn(-c2ccccc2)n(O)c1=NC1CCN(Cc2ccccc2)CC1,8.0,-5,5.0,9,99,-56,-12,12,11,-37,10*
CCCn1c(=O)cc(N)n(-c2ccc(OC(F)(F)F)cc2)c1=O,0.0,-19,1.5,-12,110,13,-2,-2.7,0,-14,-2.4
Cc1ccccc1C(=O)NCC(=O)NNC(=S)NC(=O)c1ccccc1C,-2.4,-4,-4.3,6,101,20,1,-3.8,0,-8,0.7
C[N+](C)(C)CCCNC(=O)c1ccc(/C=N/O)nc1,0.3,-9,4.9,-13,103,17,20,-3.3,-8,-2,0.3
CCOc1ccc(OCC)c(NC(=O)C2CCN(S(=O)(=O)c3cnc[nH]3)CC2)c1,-0.5,200,2.0,-7,107,8,-3,-1.6,2,-6,-0.5
c1ccc(CCc2ccccc2-c2nc(-c3cccnc3)no2)cc1,4.7,72,1.1,-1,100,1,-20,-0.1,7,-10,2.2
CC(C)[C@H](NC(=O)c1cccc(S(=O)(=O)N2CCOCC2)c1)C(=O)Nc1nc2ccccc2s1,-0.9,25,-0.4,3,100,7,-20,-1.3,0,-66,0.4
O=C(c1ccc2c3c(cccc13)CC2)C1CCCN(Cc2ccc(OCCO)cc2)C1 (stereo unspecified),0.3,-11,3.3,-5,95,-6,1,1.2,0,5,-2.6
COc1ccc(CCN(C)C2CCCN(C(=O)c3sccc3C)C2)cc1OC (stereo unspecified),1.3,-1,2.3,-1,100,3,5,-0.4,-3,-17,1.3
CN(C)CCNC(=S)Nc1ccccc1Cl,2.8,5,3.1,-4,97,6,8,-1.2,-3,27,0.9
O=C(Cn1cnc2scc(-c3ccc(F)cc3)c2c1=O)N1CCOCC1,3.0,0,2.3,14,119,13,11,-2.3,-2,12,-0.9
Cc1c(Cl)cccc1NC(=S)Nc1ccc(S(=O)(=O)Nc2ncccn2)cc1,3.7,-2,8.9,-4,/,16,-11,-3.3,3,-6,4.7
Cc1ccc(S(=O)(=O)NCCSc2nnnn2-c2cc(C)ccc2C)cc1,2.1,4,1.4,5,/,-1,-28,0.2,0,-4,1.1
Cc1c(C(=O)N2CCC(C)CC2)sc2ncn(CC(=O)N3CCC(C)CC3)c(=O)c12,2.2,0,0.3,0,/,-2,-7,0.5,4,10,-4.2
CCCCN(c1nc2ccccc2nc1Cl)S(=O)(=O)c1ccc(C)cc1,1.4,-9,-2.0,-2,96,-4,-5,0.8,1,6,0.5
CCOC(=O)C1=C(C)OC(N)=C(C#N)C1c1cc2cc(C)ccc2nc1N1CCCCC1 (stereo unspecified),4.3,-31,2.6,0,/,5,10,-0.8,-4,/,0.8
COc1cccc(NC(=S)NN2C(C)CCCC2C)c1 (stereo unspecified),3.2,-12,3.2,0,82,11,-1,-2.2,2,3,2.4
CCOC(=O)CCCCCC(=O)Nc1ccc2c(c1)CC(=O)N([C@H](C)CO)C[C@@H](C)[C@H](CN(C)Cc1ccc3c(c1)OCO3)O2,2.4,2,4.5,-4,100,15,-1,-3.2,0,23,-1.2
O=C(COc1ccc(-c2ccccc2)cc1)N/N=C/c1cc(O)ccc1Br,6.7,190,2.9,-4,80,-26,-21,4.2,22*,-26,3.0
Cc1noc(C)c1C(=O)Nc1nnc(CC(C)C)s1,-1.3,-10,3.0,1,98,17,-8,-3.1,3,-11,-0.1
CCCCn1c(N)c(N(CCOC)C(=O)C2CCN(c3ncnc4sc(C)c(C)c34)CC2)c(=O)[nH]c1=O,3.3,8,2.3,-1,98,12,11,-1.9,-4,/,-0.6
CC(C)c1ccc(NC2CCCN(C(=O)c3ccncc3)C2)cc1 (stereo unspecified),2.0,-17,-0.9,4,105,15,-5,-4.6,0,-42,1.6
Cc1ccc(S(=O)(=O)N2CCCCC2)cc1C(=O)N1CCN(CCO)CC1,3.0,/,0.5,-2,109,8,-4,-2.1,2,-2,1.9
NC(=O)c1ncn([C@@H]2O[C@H](CNS(=O)(=O)c3cc4ccccc4s3)[C@@H](O)[C@H]2O)n1,/,/,1.1,2,96,14,13,-3.0,-4,-3,/
C/C(=N\NC(=O)c1cccnc1)c1ccc(OC2OCCOC2Oc2ccc(/C(C)=N/NC(=O)c3cccnc3)cc2)cc1 (stereo unspecified),1.6,-14,5.5,0,101,7,3,-1.4,2,19,0.1
CCN(CC)CCNC(=O)c1ccc(NC(=O)c2ccccc2-c2ccc(C(F)(F)F)cc2)cc1,0.9,-7,2.8,-6,103,-21,-9,2.6,3,3,-4.7
Cc1cccc(OCCNC(=O)c2ccc(Cl)c(S(=O)(=O)NCc3cccnc3)c2)c1,1.8,-14,5.2,1,112,-5,0,1.2,12,-7,0.0
Cc1ccc(C)c(NC(=S)NNC(=O)c2ccco2)c1,-1.0,-13,2.1,-1,105,7,23,-1.3,5,-1,0.7
CCN(CC)C(=O)c1c(-c2ccccc2)oc2ccc(O)cc12,4.3,-4,0.5,-8,105,15,1,-2.7,0,19,-1.4
Cc1ccc(OCCNC(=O)c2ccc3ccccc3n2)cc1,3.8,-27,3.6,-6,101,-20,-9,2.4,3,-24,-0.6
C/C(=N/NC(=O)c1ccc(Br)o1)c1cccs1,/,13,2.0,7,109,4,-25,-1.1,10,5,/
Cc1ccc(-c2nc(=S)c3c(n2Cc2ccco2)CC(C)(C)OC3)cc1,-2.1,0,/,-7,111,-1,20,0.3,-2,-5,0.9
CC(C)OC(=O)CC(=O)CSc1nc2c(c(-c3cccs3)c1C#N)CCC2,-1.9,6,2.6,-12,99,-11,-6,1.5,2,4,0.6
CCOC(=O)c1c(NC(=O)C(C)NCc2ccco2)sc2c1CCC(C)C2 (stereo unspecified),-0.9,4,-1.4,3,92,10,2,-1.7,3,-1,-2.2
O=C(OCCC1Oc2cccnc2NC1=O)c1ccc(F)cc1 (stereo unspecified),1.6,/,4.1,-9,95,11,-7,-2.4,6,-4,2.3
COC(=O)c1sccc1NC(=S)N1CCN(c2cccc(C)c2C)CC1,0.5,30,2.0,-1,131,3,26,-0.6,-3,6,-2.1
CCn1cc(C(=O)NCCCOC)c(=O)c2cc(S(=O)(=O)N3CCCC3)ccc21,0.8,-15,-0.5,-11,109,11,10,-2.1,-3,23,-0.8
CCOC(=O)c1ccc(NNC(=O)CC)c([N+](=O)[O-])c1,0.9,197,4.0,-7,102,15,-9,-2.8,-1,-7,0.8
CC(=O)Nc1cccc(NC(=O)CSc2nnc(Cc3cccn3C)n2-c2ccc(C)cc2)c1,0.8,-37,1.2,-1,95,-1,6,0.3,-1,8,0.8
N#Cc1ccccc1NC(=O)c1cc(=O)c2ccccc2o1,-0.2,168,-1.2,-2,94,19,21,-4.0,-1,-83,1.6
ONC(=Nc1ccccc1)C(=Nc1ccccc1)NO,2.7,-9,2.1,7,99,3,5,-0.6,4,-1,1.7
